PTAP TSG101 blk: blocks PTAP/TSG101 interaction to inhibit HIV-1 budding. Fluorescence polarization, FITC-PTAP peptide / Tsg101 binding. Potency, µM (series often up to 115 µM), for the others: at the top dose activity change, negative = inhibition, usual class: inhibitors. 340,000 tested, under 10 active; active = well fitted inhibition curve with a large enough effect in the main read-out, with a control signal flat, not every such curve was filed as active; inconclusive = small, poorly fitted or top-dose-only effect, or effect the other way, or a change in a side signal; inactive = no such curve, though single readings can be large or run the other way; also: potency is read from the fitted curve at half-maximal effect; % of control where 0% means no effect
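Fluorescence anisotropy tracks displacement of a FITC-tagged PTAP peptide (50 nM) from the Tsg101 binding domain (10 uM), following a 20 min room-temperature incubation at pH 7.5.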
MLL CXXC-DNA inh: MLL CXXC-DNA interaction inhibition; MLL-CXXC / FITC-HOXA9 DNA fluorescence polarization; Potency, µM (doses to about 115 µM), without a hit: at the highest dose activity change, negative = inhibition, actives largely listed as inhibitors; 290,000 compounds, 0.037% hits; AID 2662; active = well fitted inhibition curve with a large enough effect in the polarisation, with a control signal flat, not every such curve was filed as active; inconclusive = small, poorly fitted or top-dose-only effect, or effect the other way, or a change in a side signal; inactive = no such curve, though single readings can be large or run the other way; the % refers to the polarisation; also: potency is read from the fitted curve at half-maximal effect
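Steps: dispense CXXC domain solution (7 uM) → pin compounds or unlabeled HOX-A9 DNA control → 5 min ambient → add FLSN-HOX-A9 solution (50 nM) → spin → 30 min ambient → fluorescence polarization. Tris pH 7.5/NaCl/DTT/BSA buffer.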
TCR act: T cell receptor activation; primary human leukocytes, anti-CD3, IL-2 HTRF, 48 h; 330,000 tested, under 10 active; AID 504894; Potency, µM (highest dose often 9.22 µM), for inactives: at the top dose activation of IL-2 secretion, most hits filed as activators; also: % of control where 0% means no effect
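1) Mix primary human leukocytes, a-CD3 beads and compound. 2) Incubate 48 hr. 3) Add HTRF IL-2 reagents (a-IL-2-K, a-IL-2-d2).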
ELG1 repair inh: inhibitors of ELG1-dependent DNA repair in HEK293T cells. 330,000 compounds, 2.3% hits. HEK293T ELG1-luciferase reporter, luminescence, 16 h; DNA damage induced by 5-fluorouridine. Potency, µM (titrated, usually from 46.1 µM), without a hit: at the highest dose activity change, negative = inhibition, hits mostly inhibitors; also: potency is read from the fitted curve at half-maximal effect; % is scaled to controls: 0 for no effect and ±100 for the full control effect; nearly all actives have a fitted effect of over 55% in size
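5-Fluorouridine DNA damage + compound/DMSO, 2,000 cells/well, 16 h, 37 °C/5% CO2. ONE-Glo, 30 min RT, luminescence. Readout = decrease in reporter signal.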
AT treatment: potential ataxia-telangiectasia treatments restoring KAP-1 phosphorylation. […] A-T fibroblasts, KAP-1 phosphorylation AlphaLISA; neocarzinostatin DNA damage 30 min before lysis. Potency, µM (series often up to 57.5 µM), without a hit: top-dose activation, most hits filed as activators. 320,000 compounds, 0.19% hits; also: potency is read from the fitted curve at half-maximal effect; % of control where 0% means no effect; nearly all actives have a fitted effect of over 45% in size
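hTERT-immortalized A-T patient fibroblasts ([…]), 500 cells/well in OPTI-MEM, 1% FBS, got compounds for 60 min, then NCS for 30 min at 37C. Lysates were then assayed for phospho-KAP-1 by AlphaLISA (anti-pKAP1 donor, anti-KAP1 acceptor beads), 6 hr at 25C.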
TRPV1 agonist: agonists of human vanilloid receptor 1 (TRPV1) | 320,000 compounds, 0.19% hits | activation, % at 8.33 µM | AID 540275 | TRPV1-expressing cells, Fluo-8 calcium influx, agonist mode; in the data active = activation above about 80%; inconclusive = between about 30% and that limit; also: 0% is about no effect
Target sequence (Q8NER1 whole entry, looked up): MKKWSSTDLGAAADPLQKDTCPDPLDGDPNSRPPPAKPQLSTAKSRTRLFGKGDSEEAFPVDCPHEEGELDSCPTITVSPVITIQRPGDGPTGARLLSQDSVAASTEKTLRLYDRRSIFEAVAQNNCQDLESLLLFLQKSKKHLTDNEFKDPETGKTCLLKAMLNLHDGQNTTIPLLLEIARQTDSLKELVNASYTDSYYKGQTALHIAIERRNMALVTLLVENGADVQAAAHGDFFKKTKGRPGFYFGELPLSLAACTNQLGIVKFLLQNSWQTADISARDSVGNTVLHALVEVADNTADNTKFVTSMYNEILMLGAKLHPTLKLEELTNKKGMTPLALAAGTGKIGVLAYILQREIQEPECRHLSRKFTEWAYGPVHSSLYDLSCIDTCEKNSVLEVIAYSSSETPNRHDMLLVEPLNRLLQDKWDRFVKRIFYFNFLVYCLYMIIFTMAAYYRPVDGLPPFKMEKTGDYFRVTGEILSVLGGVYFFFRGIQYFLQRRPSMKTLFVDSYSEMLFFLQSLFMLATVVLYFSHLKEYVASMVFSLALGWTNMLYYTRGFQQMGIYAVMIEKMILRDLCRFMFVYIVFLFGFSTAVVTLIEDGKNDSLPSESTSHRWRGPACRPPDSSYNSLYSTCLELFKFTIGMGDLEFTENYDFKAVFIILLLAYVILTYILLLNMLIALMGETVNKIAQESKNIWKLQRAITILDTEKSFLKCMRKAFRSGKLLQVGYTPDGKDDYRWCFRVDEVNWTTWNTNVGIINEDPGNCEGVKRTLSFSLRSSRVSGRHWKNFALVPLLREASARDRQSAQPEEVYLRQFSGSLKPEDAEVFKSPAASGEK
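TRPV1-expressing cells were cultured overnight at 35.5C and loaded with Fluo-8 calcium dye for 40 to 90 min at room temperature. After a 10 s baseline, compound was added and calcium influx was read kinetically for 3 min (ex 480/em 520 nm).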
B2AR arrestin: agonists driving beta-arrestin recruitment to human beta2-adrenergic receptor | P07550 | beta-arrestin recruitment to beta2AR, cell-based reporter | Potency, µM (titrated, usually from 46.1 µM), for the others: top-dose activation, hits mostly activators | 330,000 compounds, 0.02% hits;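 also: potency is read from the fitted curve at half-maximal effect; 0% = DMSO controls and full agonism = EC100 isoproterenol or metaproterenol; nearly all actives have a fitted effect of over 65% in size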
p53 reactivation: restores transcriptional activity of mutant p53. Potency, µM (titrated, usually from 92.2 µM), for the others: top-dose activity change, positive = activation, actives largely listed as activators. H1299 p53-A138V BP100-luciferase reporter, luminescence, 24 h. 320,000 compounds, 0.063% hits. AID 504706; also: potency is read from the fitted curve at half-maximal effect; % of control where 0% means no effect; nearly all actives have a fitted effect of over 45% in size
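p53-null H1299 cells stably carrying temperature-sensitive p53-A138V and a BP100-luciferase reporter were pinned with compounds (4-point, 1:5 series) and held 24 hrs at 37 deg C. Luminescence was read 10 min after detection reagent.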
a7 integrin act: activators of alpha7 integrin expression for muscular dystrophy. alpha7betagal myoblasts, beta-gal FDG fluorescence, 48 h. Potency, µM (titrated, usually from 38.3 µM), inactives show top-dose activation, usual class: activators. 350,000 compounds, 0.064% hits. AID 624291;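 also: potency is read from the fitted curve at half-maximal effect; 100% = response of the positive control SU9516; nearly all actives have a fitted effect of over 60% in size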
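alpha7betagal+/- myoblasts (passage 13, 250/well) treated 48 h at 37C with compounds at 1:260 dilution of DMSO stock. Lysed, then beta-galactosidase activity read as FDG fluorescence (ex 480/em 540) after 30 min, with pre-read for autofluorescence.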
BRCA1 expr up: BRCA1 expression activation; MCF7-BRCA1-FFLuc reporter, luminescence, 48 h; response scale: scaled: vehicle 0%, 10 µM genistein 100%; Potency, µM (series often up to 46.1 µM), without a hit: at the top dose activation, hits mostly activators; 380,000 compounds, 1.1% hits; also: potency is read from the fitted curve at half-maximal effect; nearly all actives have a fitted effect of over 80% in size; some results filed as inactive show a strong effect at the top dose
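Luminescence from a BRCA1-driven firefly luciferase in MCF7 cells was the read-out, taken 15 min after substrate addition following 48 h compound exposure at 37 °C. Data were normalized to a 10 microM genistein control and DMSO vehicle.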
Starred values were filed as active, the others as inactive; ? = inconclusive; . = not tested or not shown; [ ] = another dose, or the depositor's remark. Unless noted, calls follow the shape of the dose curve; as a rule, active = well fitted curve in the direction sought with a large enough effect; inconclusive = small, poorly fitted or top-dose-only effect, or another doubt; inactive = no such curve, though single readings can be large; an effect the other way counts as inactive or inconclusive.

SMILES	PTAP TSG101 blk	MLL CXXC-DNA inh	TCR act	ELG1 repair inh	AT treatment	TRPV1 agonist	B2AR arrestin	p53 reactivation	a7 integrin act	BRCA1 expr up
CCOc1ccccc1OCCCC(=O)N1CCN(S(=O)(=O)c2ccc(Cl)cc2)CC1	-1%	.	0%	-18%	12%	25	-0.8%	1%	9%	-10%
O=C1C(=O)N(Cc2cccnc2)C(c2cccc([N+](=O)[O-])c2)/C1=C(\O)c1ccc2c(c1)OCCO2 (stereo not given)	-9%	10%	-2%	0%	-2%	1	0.2%	2%	7%	-15%
CCN(CC(=O)Nc1ccc(NC(C)=O)cc1)C(=O)CCCOc1ccc(C(C)(C)C)cc1	0%	.	-2%	?	-2%	?	-0.9%	-3%	10%	-23%
Cc1ccc(S(=O)(=O)N(C)c2ccccc2C(=O)Nc2c(F)cccc2F)cc1	1%	2%	-2%	-5%	10%	2	0.1%	23%	0%	-12%
CC(C(=O)N1CCN(Cc2ccccc2)CC1)n1ncn2cccc2c1=O (stereo not given)	-2%	.	-1%	13%	2%	1	0.1%	.	7%	3%
CCOC(=O)C1CCCN(C(=O)CCc2nc3sc4c(c3c(=O)[nH]2)CCCC4)C1 (stereo not given)	-5%	.	5%	0%	0%	2	-0.6%	-12%	11%	-10%
CC(=O)c1ccc(-n2c(CCC(=O)O)ccc2-c2ccc(Br)cc2)cc1	1%	5%	6%	-1%	0%	-8	-0.6%	4%	-10%	-9%
CCOC(=O)COc1ccsc1C(=O)OC	-1%	0%	0%	-4%	5%	0	-0.9%	-2%	13%	0%[1.84 µM]
O=[N+]([O-])c1cc([N+](=O)[O-])c(N2CCCCCC2)cc1NCCO	-13%	0%	-12%	-10%	-1%	-1	0.2%	-5%	13%	-52%
O=C(NCC(=O)N1CCCC1)c1ccc(Cl)cc1	-2%	1%	-4%	?	-4%	2	0.0%	.	20%	68%
COc1ccc(NC(=O)C2CCC(C(C)(C)C)CC2)cc1S(=O)(=O)N1CCCCC1 (stereo not given)	1%	3%	-4%[46.1 µM]	?	-1%	1	-0.7%	7%	-22%	-57%
CC(C)(C)NC(=O)NC(=O)CSc1ncccn1	1%	3%	-7%	-5%	9%	1	0.4%	1%	-4%	0%
Cn1nccc1/C=N\NC(=O)c1ccc(Cl)cc1	-1%	?	0%	21%	-1%	?	-0.8%	-3%	-9%	42%
Cc1cc(C(=O)N/N=C/c2ccc(-c3cccc(Cl)c3)o2)n[nH]1	2%	30%	0%	16%	1%	-4	-0.4%	2%	?	-4%
COc1ccc(-n2nc(C(=O)NCC(=O)N3CCCCC3)c3ccccc3c2=O)c(OC)c1	-2%	5%	1%	?	-4%	10	0.2%	?	0%	13µM*
CN(CC(=O)Nc1ccc(F)cc1)C(=O)COc1ccccc1Cc1ccccc1	-2%	.	2%	?	7%	-4	-0.8%	-4%	-4%	-54%
CC(=O)c1ccc(-c2ccc([C@H]3[C@@H]4C=CCC[C@@]4(C)C(=O)N3Cc3ccccc3)c(F)c2)cc1	-6%	15%	-3%	?	6%	-2	-0.8%	10%	-31%	-69%
COc1ccc(C(=O)NCC(C)NC(=O)c2ccc(OC)c(OC)c2)cc1OC (stereo not given)	-1%	.	8%	.	.	.	.	.	2%	-2%
CCN1CCSc2ccc(C(=O)NCc3cccc(Br)c3)cc21	0%	.	4%	-5%	3%	8	-0.1%	.	-10%	-8%
Cc1ccc(C)c(NC(=S)NNC(=O)c2cc3c(s2)CCC(C)C3)c1 (stereo not given)	-2%	14%	-4%[46.1 µM]	12%	-1%	4	4.8%	-14%	-13%	-19%
Cc1ccc(OCC(=O)Nc2ccc(C(N)=O)cc2)cc1	-7%	1%	0%	13%	5%	?	0.0%	4%	-13%	-6%
Cc1ccc(C(=O)NNC(=O)c2ccc(NS(=O)(=O)c3cccs3)cc2)o1	-2%	.	5%	11%	-2%	2	0.2%	3%	-19%	8%
Cc1cc(Br)ccc1OCC(=O)N1CCCCCC1	-7%	9%	3%	17%	-2%	?	0.1%	0%	-5%	26%
COC(=O)c1ccc(CSc2nc(-c3ccco3)cc(C(F)(F)F)n2)o1	-2%	-2%	3%	-15%	6%	4	-0.3%	4%	-37%	-33%
Cc1cc(C)cc(NC(=O)NC2CCN(CC(=O)Nc3cccc(Cl)c3C)CC2)c1	-4%	-3%	3%	-13%	10%	1	0.1%	0%	11%	-7%
O=C1/C(=C/c2ccccc2)SC(=S)N1CC(=O)N1CCCCC1c1cccnc1 (stereo not given)	-5%	-17%	-3%	?	-14%	0	-0.1%	-28%	-34%[inhibitor]	-77%
CC(=O)Nc1cccc(OCCCNC(=O)c2cccc3ccccc23)c1	2%	-10%	1%	-6%	-8%	?	-0.8%	2%	-21%	41%
COc1ccc(S(=O)(=O)Oc2ccc3c(c2)O/C(=C\c2cccnc2)C3=O)cc1	-6%	-13%	.	?	.	8	0.5%	0%	-19%	-59%
c1ccc2c(c1)ncn2-c1ncnc2sc3c(c12)CCCC3	-6%	1%	-11%	?	-1%	15	0.2%	7%	12%	1%
CCOC(=O)c1ccc(NC(=O)CN2C(=O)CN(C(C)=O)C2=S)cc1	-7%	-11%	.	-4%	15%	3	-0.7%	-51%[inhibitor]	-9%	-1%
O=C(COC(=O)c1cccnc1)Nc1ccc(F)cc1	-4%	-2%	-1%	-2%	0%	-5	-0.2%	0%	-7%	-23%
CCn1c2ccccc2c2cc(NC(=O)COC(=O)c3cc(S(=O)(=O)N4CCCCC4)ccc3Cl)ccc21	0%	5%	1%[46.1 µM]	18%	3%	-2	-0.4%	6%	2%	-9%
C[C@]12c3[nH]c4cc(-c5ccco5)ccc4c3CCN1C(=O)[C@@H](CC(=O)NCc1cccc(C(F)(F)F)c1)C[C@@H]2C(=O)N1CCOCC1	-3%	.	3%[46.1 µM]	?	-4%[11.5 µM]	.	-1.2%	2%	-10%	-72%
O=C(NCc1cccnc1)/C(=C/c1ccc(Cl)cc1)NC(=O)c1ccccc1	-2%	-8%	2%	15%	-4%	7	-0.3%	6%	2%	-3%
COc1ccc(S(=O)(=O)N2CCOCC2)cc1NC(=O)CSc1ccccc1	.	-5%	-5%	-7%	4%	12	5.3%	.	-9%	-11%
COCCN1CCN(Cc2cn[nH]c2-c2cc3ccccc3o2)CC1	1%	3%	4%	1%	-1%[11.5 µM]	0	0.2%	-1%	1%	30%
COc1ccc(/C=C(\NC(=O)c2ccc(C)cc2)C(=O)NCCCN2CCOCC2)cc1OC	-7%	3%	5%	9%	-4%	-1	-0.7%	3%	0%	6%
O=C(CSc1nccn1-c1cccc(Cl)c1)NC1CCCC1	-3%	-1%	5%	-2%	1%	4	-0.7%	-2%	-1%	-16%
O=C(Cc1csc(-c2ccccc2)n1)NCc1ccccc1F	.	8%	4%[46.1 µM]	?	2%	28	0.2%	2%	.	.
S=C(Nc1cccc(Cl)c1)N1CCN(c2ccccn2)CC1	-1%	3%	-6%	-9%	2%	1	-0.6%	15%	7%	8%
CC1CCCCC12NC(=O)N(CC(=O)Nc1cccc(S(=O)(=O)N3CCCCC3)c1)C2=O (stereo not given)	-5%	.	6%	4%	-3%	2	-0.1%	-10%	14%	-27%
CN1CCN(Cc2nc3c(c(=O)[nH]c(=O)n3C)n2Cc2c(F)cccc2Cl)CC1	0%	1%	-3%	-21%	-2%	4	-0.1%	-13%	-11%	-17%
CC(C)(C)NS(=O)(=O)c1ccc(OCC(=O)NCc2ccco2)cc1	-1%	2%	-1%	1%	0%	2	0.1%	1%	4%	4%
CC(Sc1cccc[n+]1[O-])C(=O)Nc1ccc([N+](=O)[O-])cc1Cl (stereo not given)	-3%	-11%	3%	12%	19%	-6	-1.0%	6%	3%	0%
Cc1nn(CCCC(=O)Nc2cccnc2Cl)c(C)c1[N+](=O)[O-]	1%	4%	-2%	13%	8%	-1	0.5%	-3%	26%	-14%
COc1cc(CNc2ccc3[nH]c(=O)[nH]c3c2)ccc1OCc1cccc(C)c1	-2%	0%	0%	?	-3%	29	0.3%	3%	-7%	40%

Individual results from the results shown:
MLL CXXC-DNA inh result of CC(Sc1cccc[n+]1[O-])C(=O)Nc1ccc([N+](=O)[O-])cc1Cl (stereo not given) : -11%
TCR act result of CC(C)(C)NS(=O)(=O)c1ccc(OCC(=O)NCc2ccco2)cc1 : -1%

An excerpt from above in order of their number in PTAP TSG101 blk, highest first.
Molecule,PTAP TSG101 blk
S=C(Nc1cccc(Cl)c1)N1CCN(c2ccccn2)CC1,-1%
COc1cc(CNc2ccc3[nH]c(=O)[nH]c3c2)ccc1OCc1cccc(C)c1,-2%
CC(=O)c1ccc(-c2ccc([C@H]3[C@@H]4C=CCC[C@@]4(C)C(=O)N3Cc3ccccc3)c(F)c2)cc1,-6%

Hits appear at their usual frequency, and some 3.8% of all compounds hit somewhere here.
